RORg inh – blocks mouse ROR gamma transcriptional activity; AID 2551; Drosophila S2 Gal4-RORgamma UAS-luciferase reporter, 20 h; Potency, µM (series often up to 53.6 µM), without a hit: at the highest dose activity change, negative = inhibition, usual class: inhibitors; 5.4% of 310,000 active; further: potency means the concentration at half of the fitted maximal effect; on the % scale 0 is the no-effect control and ±100 the full control effect; nearly all actives have a fitted effect of over 60% in size
Target sequence (P51450 whole entry, looked up, the tested form may be a part): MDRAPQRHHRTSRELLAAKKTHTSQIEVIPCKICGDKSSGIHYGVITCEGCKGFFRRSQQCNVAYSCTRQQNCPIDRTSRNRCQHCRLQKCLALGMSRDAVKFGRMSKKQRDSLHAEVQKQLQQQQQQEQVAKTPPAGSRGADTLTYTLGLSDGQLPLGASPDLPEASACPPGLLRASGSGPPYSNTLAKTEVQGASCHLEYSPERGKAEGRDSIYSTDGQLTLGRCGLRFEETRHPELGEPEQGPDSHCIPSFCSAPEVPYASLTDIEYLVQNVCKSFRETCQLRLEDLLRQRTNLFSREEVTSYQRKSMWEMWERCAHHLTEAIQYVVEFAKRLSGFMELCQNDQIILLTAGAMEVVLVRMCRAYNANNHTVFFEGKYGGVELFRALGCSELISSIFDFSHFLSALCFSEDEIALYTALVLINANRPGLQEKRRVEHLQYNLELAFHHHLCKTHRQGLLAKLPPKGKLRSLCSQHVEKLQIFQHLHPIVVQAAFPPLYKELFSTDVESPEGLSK
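Stable Schneider cell line, Gal4 DNA-binding domain fused to ROR gamma, UAS-luciferase. Cmpd 1 hr RT → CuSO4 700 uM final → 20 hr RT → luciferase reagent 10 min → luminescence.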
PKM2 act – activators of human pyruvate kinase M2 | 0.34% of 260,000 active | Potency, µM (highest dose often 57.5 µM), inactives show top-dose activation, most hits filed as activators | P14618 | purified PKM2, Kinase-Glo ATP luminescence, activation; response scale: 0% is enzyme alone, no compound; further: potency means the concentration at half of the fitted maximal effect; on the % scale 0 is the no-effect control and ±100 the full control effect; nearly all actives have a fitted effect of over 55% in size
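hPK-M2, >95% pure; 0.1 mM ADP / 0.5 mM PEP final; imidazole pH7.2 buffer w/ 7 mM MgCl2, 50 mM KCl; 1 h RT; Kinase-Glo lum. Intermediate enzyme activity for dual inhibitor/activator qHTS.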
Menin MLL FP TR – displaces Texas Red mutant MLL peptide from human menin; O00255; Menin + Texas Red MLL mutant peptide, fluorescence polarization; Potency, µM (highest dose often 61.6 µM), inactives show at the highest dose FP activity change, negative = inhibition, hits mostly inhibitors; 0.23% of 270,000 active; active means well fitted inhibition curve with a large enough effect in the polarisation, with a control signal flat, not every such curve was filed as active; inconclusive means small, poorly fitted or top-dose-only effect, or effect the other way, or a change in a side signal; inactive means no such curve, though single readings can be large or run the other way; the % refers to the polarisation; further: potency means the concentration at half of the fitted maximal effect; % of control where 0% means no effect; many of its hits are not listed in these tables
Target sequence (O00255 whole entry, looked up): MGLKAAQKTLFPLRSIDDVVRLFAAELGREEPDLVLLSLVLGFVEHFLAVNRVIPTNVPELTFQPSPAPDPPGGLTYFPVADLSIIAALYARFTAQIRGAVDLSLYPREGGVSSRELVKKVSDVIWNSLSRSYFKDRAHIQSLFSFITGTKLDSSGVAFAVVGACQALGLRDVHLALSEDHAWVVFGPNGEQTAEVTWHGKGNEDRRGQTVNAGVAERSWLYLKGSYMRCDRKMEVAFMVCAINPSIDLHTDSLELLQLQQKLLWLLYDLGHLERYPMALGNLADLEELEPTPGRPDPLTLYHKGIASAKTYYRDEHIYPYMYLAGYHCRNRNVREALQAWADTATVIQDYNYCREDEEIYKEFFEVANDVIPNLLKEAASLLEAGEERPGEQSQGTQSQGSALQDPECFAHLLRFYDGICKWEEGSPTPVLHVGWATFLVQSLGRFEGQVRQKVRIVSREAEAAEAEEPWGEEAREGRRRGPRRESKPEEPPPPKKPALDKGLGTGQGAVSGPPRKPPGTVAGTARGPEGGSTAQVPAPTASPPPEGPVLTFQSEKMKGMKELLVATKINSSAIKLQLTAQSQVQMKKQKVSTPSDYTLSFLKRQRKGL
NPC1 promoter act – NPC1 promoter activation; Huh7 NPC1 promoter luciferase reporter, 24 h; Potency, µM (highest dose often 9.22 µM), for inactives: at the highest dose activation, hits mostly activators; 2.4% of 320,000 active;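 further: potency means the concentration at half of the fitted maximal effect; % of control where 0% means no effect; nearly all actives have a fitted effect of over 60% in size; reporter is driven by a mutant NPC1 promoter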
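Stably transfected Huh7 (NPC1 promoter→luciferase), 1500 cells/well in Opti-MEM + 10% FBS, 2 h settle, then compound 24 h at 37 °C. Luminescence after 10 min with Amplite reagent.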
VP16 counter – Gal4-VP16 reporter inhibition counter-screen. 3.5% of 310,000 active. Potency, µM (titrated, usually from 53.6 µM), for inactives: top-dose activity, negative = inhibition, hits mostly inhibitors. Drosophila S2 Gal4-VP16 UAS-luciferase, luminescence, 20 h;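 further: Gal4-VP16 expression switched on by copper sulfate through the metallothionein promoter; potency means the concentration at half of the fitted maximal effect; on the % scale 0 is the no-effect control and ±100 the full control effect; nearly all actives have a fitted effect of over 50% in size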
ELG1 genotox – inducers of genotoxicity in HEK293T ELG1-luciferase cells. HEK293T ELG1-luciferase reporter, luminescence, 16 h. Potency, µM (doses to about 46 µM), for the others: top-dose activity change, positive = activation, hits mostly activators. 1.3% of 330,000 active. AID 504466; further: potency means the concentration at half of the fitted maximal effect; % of control where 0% means no effect; nearly all actives have a fitted effect of over 60% in size
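Step 1: seed 2,000 HEK293T ELG1-luciferase cells per well. Step 2: add compound or DMSO, incubate 16 hr at 37 °C. Step 3: ONE-Glo, 30 min at room temperature, read luminescence.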
FLuc modulator – counter-screen for miR-21 project: firefly luciferase inhibitors or activators; P08659; purified FLuc, Km substrates, luminescence inhibition; Potency, µM (top dose mostly 57.5 µM), for the others: at the highest dose activity change, negative = inhibition, hits mostly inhibitors; 6.9% of 360,000 active; AID 588342;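 further: potency means the concentration at half of the fitted maximal effect; plate controls were vehicle for no effect and reference inhibitor for full effect; nearly all actives have a fitted effect of over 55% in size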
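Purified P. pyralis luciferase (10nM final) with 10uM D-luciferin and 10uM ATP (Km levels) in 50mM Tris acetate pH 7.5, 10mM Mg acetate, 0.01% Tween-20, 0.05% BSA; qHTS 6-point titration, ~60 µM downward; luminescence read.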
p53 reactivation – restores transcriptional activity of mutant p53; H1299 p53-A138V BP100-luciferase reporter, luminescence, 24 h; Potency, µM (doses to about 92.2 µM), for inactives: at the top dose activity change, positive = activation, usual class: activators; 0.063% of 320,000 active; further: potency means the concentration at half of the fitted maximal effect; % of control where 0% means no effect; nearly all actives have a fitted effect of over 45% in size
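p53-null H1299 cells stably carrying temperature-sensitive p53-A138V and a BP100-luciferase reporter were pinned with compounds (4-point, 1:5 series) and held 24 hrs at 37 deg C. Luminescence was read 10 min after detection reagent.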
Rab9 promoter act – Rab9 promoter activation; Huh7 Rab9 promoter-luciferase reporter, luminescence, 24 h; Potency, µM (doses to about 9.22 µM), inactives show at the highest dose activation, negative = inhibition, most hits filed as activators; 2.8% of 320,000 active; AID 485297; further: potency means the concentration at half of the fitted maximal effect; % of control where 0% means no effect; nearly all actives have a fitted effect of over 60% in size
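Measured in stably transfected Huh7 cells bearing a Rab9 promoter–luciferase construct: 24 h compound treatment at 37 °C, followed by luminescence detection.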
BRCA1 expr act – BRCA1 expression activation. MCF7-BRCA1-FFLuc reporter, luminescence, 48 h; response scale: scaled: vehicle 0%, 10 µM genistein 100%. Potency, µM (highest dose often 46.1 µM), for inactives: at the highest dose activation, hits mostly activators. 1.1% of 380,000 active; further: potency means the concentration at half of the fitted maximal effect; nearly all actives have a fitted effect of over 80% in size; some results filed as inactive show a strong effect at the top dose
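48 h compound treatment of MCF7-BRCA1-FFLuc cells (phenol-red free MEM, 37 °C), then 15 min with luciferase substrate and luminescence imaging.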
Giardia killer – Giardia lamblia killing. Giardia lamblia trophozoite viability. activity change, % at 7.66 µM, hits read low. 0.15% of 340,000 active. AID 540267; in the data active means activity change below about -80%; inconclusive means between about -30% and that limit;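 further: parasites exposed to compound for two days anaerobically before the ATP read; on the % scale 0 is the no-effect control and ±100 the full control effect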
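Giardia trophozoites, 100 cells per well, were exposed to compounds for 48 hrs at 37 deg C under anaerobic conditions; viability was then read as ATP content by bioluminescence after 15-30 min at room temperature.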
Numbers without * were called inactive; ? = inconclusive; · = not tested or not shown; [ ] = remark or other dose. Unless noted, the call rests on the fitted dose curve; in most records, active means well fitted curve in the direction sought with a large enough effect; inconclusive means small, poorly fitted or top-dose-only effect, or another doubt; inactive means no such curve, though single readings can be large; an effect the other way counts as inactive or inconclusive. Some of the compounds tested; rates above refer to the full screens.

SMILES | RORg inh | PKM2 act | Menin MLL FP TR | NPC1 promoter act | VP16 counter | ELG1 genotox | FLuc modulator | p53 reactivation | Rab9 promoter act | BRCA1 expr act | Giardia killer
N#CCCn1cc(C(=O)CN2C(=O)NC3(CCCCCC3)C2=O)c2ccccc21 | · | · | · | -2% | · | 0% | · | -7% | 1% | -4% | 48[activator]
CCc1c(O)nc(SCC(N)=O)n(-c2ccccc2F)c1=O | 9% | 2% | -14% | -1% | -8% | 0% | -1% | 6% | -2% | 0% | -9
CC(C)CC(NC(=O)C(NC(=O)C1CCC(=O)N1C(=O)OCc1ccccc1)C(C)C)C(=O)N1CCCC1C(N)=O (stereo not drawn) | -32% | 3% | 2% | 1% | -3% | 0% | 1% | 6% | -5% | -9% | -1
COc1ccccc1-n1cnc2cc(NC(C)=O)ccc21 | 6% | -4% | -10% | -1% | 8% | 11% | 1% | -2% | 1% | 12% | -16
Cc1c(C)[n+](=O)c2c(n1[O-])CCCCC2 | 38%[0.365 µM] | -8% | -24% | 0% | · | -6% | 3% | 10% | 4% | 0% | -4
Cc1ccc(-n2c(C)nnc2SC(C)C(=O)N2CCCC2)cc1 (stereo not drawn) | -3% | · | -6% | -4% | -12% | 0% | 0% | 1% | 1% | 1% | 22
CC(C)n1c(O)c(N=NC(=O)C2COc3ccccc3O2)c2ccccc21 (stereo not drawn) | ? | -3% | -1% | 14% | 25% | -6% | -4% | -6% | -2% | -74% | 1
O=C(CNC(=O)/C=C/c1ccccc1)N=Nc1c(O)n(Cc2ccccc2)c2ccccc12 | 21% | -1% | 0% | 2% | 7% | -3% | 0% | -14% | 0% | · | ·
Cc1ccc2cc3c(NC(=O)c4ccco4)nn(CC(C)C)c3nc2c1 | -31% | 1% | 6% | -9% | -28% | 7% | 3% | 0% | 5% | -24% | 3
CCN(CC)C(=O)CSc1nc2cc3c(cc2c(=O)n1CCCC(=O)NCCc1ccc(OC)c(OC)c1)OCO3 | 0% | 4% | ? | 0% | -14% | -5% | 3% | 1% | -3% | -34% | -21
CCCCN(C)C(=O)CCCc1c[nH]c2ccccc12 | 16% | 9% | -13% | ? | -5% | 13% | ? | ? | 19% | ? | -16
CCc1ccc(C(=O)COC(=O)c2cccs2)cc1 | 19% | -23% | · | 2.5µM* | 4% | 4.5µM* | 0.19µM* | ? | 1.4µM* | ? | -21
CSc1cccc(N=C2C(=O)Nc3ccccc32)c1 | ? | 14% | 18% | -4% | -3% | 1% | -4% | -1% | 15% | -5% | -1
CCOC(=O)N1CCN(C(=O)c2cn(CC)c3ccc(S(=O)(=O)N4CCCCC4)cc3c2=O)CC1 | 4% | 0% | -7% | -1% | -8% | 1% | 1% | 0% | -7% | -10% | 4
S=c1[nH]c(-c2ccccc2)cn1-c1ccccc1 | 10µM* | · | 0% | 19% | 10µM* | 15% | -11% | 12% | ? | 61% | 2
Cc1ccc(C)c(-n2cc(CN3CCCN(C=O)CC3)c(-c3ccccc3)n2)c1 | -13% | -1% | -24% | -2% | 6% | -3% | 0% | 0% | 1% | 1% | 2
CCOc1ccc(C(=O)NCC(=O)OC(C)C(=O)NCc2ccco2)cc1OCC (stereo not drawn) | 0% | 9% | 0%[11.7 µM] | -2% | -3% | 1% | 2% | 1% | 2% | -3% | -4
CCOCCCn1c(=NC(=O)c2ccco2)c(C(=O)OCC)cc2c(=O)n3cccc(C)c3nc21 | -6% | 0% | · | -1% | -10% | -14% | -2% | 3% | -1% | -1% | 27
COc1ccc(C2=NCN(c3ccc(C)cc3)C(=S)N2)cc1 | -43% | -7% | -4% | ? | 2.8µM* | 16µM* | 12µM* | 11% | 2.8µM* | 4µM* | -5
COc1ccc(CNC(=O)NC2CCCCC2)cc1 | 0% | 0% | 8% | ? | ? | ? | ? | ? | ? | 98% | -10

A different layout for 3 compounds above:
structure	RORg inh	PKM2 act	Menin MLL FP TR	NPC1 promoter act	VP16 counter	ELG1 genotox	FLuc modulator	p53 reactivation	Rab9 promoter act	BRCA1 expr act	Giardia killer
S=c1[nH]c(-c2ccccc2)cn1-c1ccccc1	10µM*	·	0%	19%	10µM*	15%	-11%	12%	?	61%	2
CCOc1ccc(C(=O)NCC(=O)OC(C)C(=O)NCc2ccco2)cc1OCC (stereo not drawn)	0%	9%	0%[11.7 µM]	-2%	-3%	1%	2%	1%	2%	-3%	-4
CCc1c(O)nc(SCC(N)=O)n(-c2ccccc2F)c1=O	9%	2%	-14%	-1%	-8%	0%	-1%	6%	-2%	0%	-9

Next part.
SMILES | RORg inh | PKM2 act | Menin MLL FP TR | NPC1 promoter act | VP16 counter | ELG1 genotox | FLuc modulator | p53 reactivation | Rab9 promoter act | BRCA1 expr act | Giardia killer
COc1ccc(N2C(=O)c3ccccc3NC2c2ccc(OC)c(Cn3cc([N+](=O)[O-])cn3)c2)cc1 (stereo not drawn) | ? | 2% | · | 2.8µM* | 27% | 6% | -4% | 14% | ? | 85% | -10
CCCOC(=O)/C(C)=N\NC(=O)c1ccco1 | ? | 3% | -2% | -2% | -23% | 12% | -2% | 9% | 2% | -1% | -14
O=C(CCC(=O)Nc1ccccc1Cl)NNS(=O)(=O)c1ccc(Cl)cc1 | -6% | · | · | -1% | -3% | 3% | 0% | -3% | 1% | -12% | 3
C=C1SC(=Nc2ccccc2Cl)N(C(=O)c2sc3ccccc3c2Cl)C1(C)C | ? | 8% | 41%[activator] | 7% | ? | 0% | ? | 8% | 12% | -65% | -6
COc1ccc(CNC(=O)C2CCN(S(=O)(=O)c3ccc4c(c3)CC(C)N4C(C)=O)CC2)cc1 (stereo not drawn) | -3% | 9%[0.46 µM] | 1% | -2% | -3% | -3% | 6% | -7% | 0% | -29% | 2
Cc1nc2scc(-c3cccs3)c2c(=O)o1 | 20% | 2% | 1% | -2% | 3% | -2% | -1% | -4% | -2% | -7% | 12
O=C(CC(C(=O)O)C1CCCO1)NCCc1ccc2c(c1)OCO2 (stereo not drawn) | -1% | 10% | 0% | -3% | 1% | 2% | 2% | 0% | 12% | -37% | 8
CCn1c(=O)c(-c2nc3ccccc3[nH]2)c(O)c2ccccc21 | 0.16µM* | 4% | 13% | ? | 0.63µM* | 0% | ? | 1% | 1% | -3% | 1
CNC(=O)c1[nH]cnc1C(=O)Nc1ccc(F)cc1 | 13µM* | · | 7% | 12% | ? | 13% | 1% | 7% | -4%[1.84 µM] | -18% | 11
CCCC(=O)Nc1nnc(SCC(=O)Nc2ccc3c(c2)OCCO3)s1 | 3% | -5% | ? | -6% | 1% | -5% | -12% | 0% | -10% | 3% | -3
Cc1ccc(OCC(=O)N2CCN(S(=O)(=O)c3ccccc3[N+](=O)[O-])CC2)cc1 | 15% | ? | 0% | -5% | -13% | -4% | 1% | 2% | -11% | 0% | -17
Oc1[nH]c2ccccc2c1/C=N/N1CCCCC1 | -7% | 15% | -3% | 4% | -6% | 0% | -17% | 2% | 4% | -11% | -24
Cc1cc(NC(=O)CCC(=O)N(CCc2ccccc2)C(C(=O)NC2CCCC2)c2ccco2)no1 (stereo not drawn) | 41% | -7% | -21% | -5% | -3% | -7% | -1% | -12% | 4% | -28% | -2
Cc1ccccc1NC(=O)C1c2ccccc2Oc2ccccc21 | ? | 8% | 5% | -4% | -1% | 2% | 1% | 6% | -6% | 9% | -23
COc1ccc(NC2C=CS(=O)(=O)C2)cc1 (stereo not drawn) | 8% | -2% | 12% | · | -2% | · | 3% | · | · | 0% | 1
Cc1ccc(S(=O)(=O)NCc2ccc(C(=O)NC3CCC(O)CC3)cc2)cc1C (stereo not drawn) | · | · | · | 3% | · | 0% | 3% | -7% | -1% | 14% | -2
CC(=O)N/C(=C\c1ccc(F)cc1)C(=O)OCc1ccccc1 | 7% | · | -15% | -5% | 2% | 0% | 2% | -4% | -4% | 1% | 1
O=C(Nc1cc(Cl)ccc1Oc1ccccc1)c1ccccc1F | -5% | -6% | 2% | 1% | -2% | 1% | 2% | -1% | -3% | -22% | -17
COc1cccc2c1OC1(CCN(C(C)C)CC1)N1N=C(c3cccnc3)CC21 (stereo not drawn) | ? | 4% | · | 8% | ? | -1% | -4% | 11% | 11% | 43% | -2
COc1ccc(C(=O)C[n+]2cccc(C(N)=O)c2)cc1 | -16% | · | 25% | 2% | 6% | 0% | 0% | 3% | 4% | -1% | 8

Copied from the list.
Value of COc1ccc(CNC(=O)NC2CCCCC2)cc1 in Giardia killer: -10
Value of CCc1c(O)nc(SCC(N)=O)n(-c2ccccc2F)c1=O in BRCA1 expr act: 0%
Value of CC(=O)N/C(=C\c1ccc(F)cc1)C(=O)OCc1ccccc1 in ELG1 genotox: 0%
